3T3 cytotox: cytotoxic compounds in NIH 3T3 cells; NIH 3T3 viability, CellTiter-Glo ATP luminescence, 48-72 h; Potency, µM (highest dose often 96.7 µM), for inactives: at the top dose activity change, negative = cytotoxicity, most hits filed as inhibitors; actives 4.3% (n = 94,000); note: potency is the fitted concentration of half-maximal effect; nearly all actives have a fitted effect of over 55% in size
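Cytotoxicity was measured by CellTiter-Glo ATP luminescence after 48 or 72 h compound exposure at 37 °C. Mouse NIH 3T3 fibroblasts were seeded at 400 cells/well and dosed by 23 nL pin transfer.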
Luciferase inh: blocks purified firefly luciferase enzyme activity | P08659 | purified P. pyralis luciferase, luminescence, biochemical | Potency, µM (titrated, usually from 115 µM), for inactives: at the highest dose activity change, negative = inhibition, usual class: inhibitors | actives 2.5% (n = 76,000); note: potency is the fitted concentration of half-maximal effect; nearly all actives have a fitted effect of over 65% in size
Target sequence (P08659 whole entry, looked up): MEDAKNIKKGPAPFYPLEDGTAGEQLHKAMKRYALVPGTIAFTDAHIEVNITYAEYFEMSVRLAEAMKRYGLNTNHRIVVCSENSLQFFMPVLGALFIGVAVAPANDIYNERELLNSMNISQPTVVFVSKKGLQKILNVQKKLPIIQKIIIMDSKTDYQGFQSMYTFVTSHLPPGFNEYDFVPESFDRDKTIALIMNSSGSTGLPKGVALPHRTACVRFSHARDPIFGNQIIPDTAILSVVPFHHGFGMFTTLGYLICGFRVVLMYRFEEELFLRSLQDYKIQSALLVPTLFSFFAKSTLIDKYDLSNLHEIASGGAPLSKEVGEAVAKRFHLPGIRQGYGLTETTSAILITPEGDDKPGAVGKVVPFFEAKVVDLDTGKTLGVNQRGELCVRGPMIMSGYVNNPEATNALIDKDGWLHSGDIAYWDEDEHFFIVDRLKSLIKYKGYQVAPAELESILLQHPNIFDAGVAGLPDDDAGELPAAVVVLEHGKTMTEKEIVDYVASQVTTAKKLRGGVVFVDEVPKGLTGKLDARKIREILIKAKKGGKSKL
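Purified 10nM P. pyralis luciferase with 10uM D-luciferin and 10uM ATP in 50mM Tris acetate pH 7.5, 10mM Mg acetate, 0.01% Tween-20, 0.05% BSA. qHTS titration; luminescence read by CCD imager.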
HEK cytotox: HEK 293 cell cytotoxicity; Potency, µM (highest dose often 115 µM), inactives show at the highest dose activity change, negative = cytotoxicity, usual class: inhibitors; actives 6.6% (n = 94,000); AID 1345083; HEK 293 viability, ATP luminescence (CellTiter-Glo), 48-72 h; note: potency is the fitted concentration of half-maximal effect; nearly all actives have a fitted effect of over 60% in size
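Read-out: CellTiter-Glo ATP luminescence. Cells: HEK 293, 250 cells/well. Exposure: 48 or 72 hr, 37 degree Celsius.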
IP6K1 inhibitor: blocks human inositol hexakisphosphate kinase 1; IP6K1 kinase, ADP-Glo luminescence, 2 h; active compounds read low; activity change, % (series mostly up to about 58 µM); actives 0.81% (n = 140,000); AID 1645851; in the data active = activity change below about -25%
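ADP-Glo luminescence measures ADP made by human IP6K1 during a 2 h RT reaction with ATP/IP6 (mix at 1.3 mM/130 uM); top library doses 57.5 and 19.1 uM final.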
SNCA viab count: reduces viability of HEK-293 SNCA reporter cells; AID 1671193; Potency, µM (doses to about 57.1 µM), for inactives: at the top dose activity change, negative = cytotoxicity, actives largely listed as cytotoxic; actives 0.12% (n = 150,000); HEK-293-SNCA-luc viability, GF-AFC fluorescence, 24 h;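 note: potency is the fitted concentration of half-maximal effect; 0% = DMSO-treated cells and -100% = medium-only wells without cells; nearly all actives have a fitted effect of over 30% in size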
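HEK-293-SNCA-luc cells (1500/well) plated 24 h, then exposed 24 h to a dilution series; GF-AFC added 30 min at 37C, fluorescence 405/540 nm; normalised to medium-only and DMSO wells, Hill fit.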
GPT2 inhibitor: inhibitors of human GPT2 alanine aminotransferase | Q8TD30 | Recombinant GPT2, coupled pyruvate oxidase/HRP Amplex Red fluorescence | Potency, µM (series often up to 57.7 µM), without a hit: at the highest dose activity change, negative = inhibition, most hits filed as inhibitors | actives 0.25% (n = 100,000); note: potency is the fitted concentration of half-maximal effect; nearly all actives have a fitted effect of over 60% in size; many of its hits are not listed in these tables
Target sequence (Q8TD30 whole entry, looked up): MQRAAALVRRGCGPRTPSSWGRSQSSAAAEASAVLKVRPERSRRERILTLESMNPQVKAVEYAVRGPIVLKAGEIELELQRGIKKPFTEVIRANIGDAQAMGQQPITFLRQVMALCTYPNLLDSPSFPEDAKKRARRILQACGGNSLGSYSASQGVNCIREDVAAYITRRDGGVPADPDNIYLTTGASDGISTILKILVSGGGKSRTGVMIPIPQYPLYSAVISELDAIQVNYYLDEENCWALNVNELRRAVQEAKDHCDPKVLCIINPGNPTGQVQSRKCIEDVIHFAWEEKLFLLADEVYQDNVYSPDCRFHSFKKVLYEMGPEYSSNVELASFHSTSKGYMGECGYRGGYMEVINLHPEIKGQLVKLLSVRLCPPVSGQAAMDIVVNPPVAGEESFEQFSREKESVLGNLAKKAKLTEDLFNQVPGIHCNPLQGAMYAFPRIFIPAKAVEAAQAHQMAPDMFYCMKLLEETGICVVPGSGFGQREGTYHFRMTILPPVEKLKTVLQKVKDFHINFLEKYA
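Fluorescence of coupled pyruvate oxidase/HRP/Amplex Red system (50uM Amplex, 30 min, dark) reports pyruvate formed by GPT2. Enzyme reaction: 10ng/uL GPT2, 2mM L-alanine, 250uM a-KG, 30 min room temperature, pH 7.5; 50uM AOA control.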
SNCA expr inh: reduces expression of the alpha-synuclein gene | actives 0.17% (n = 140,000) | Potency, µM (highest dose often 57.2 µM), for the others: at the highest dose activity change, negative = inhibition, hits mostly inhibitors | HEK-293 SNCA-luciferase knock-in, luminescence, 24 h;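 note: potency is the fitted concentration of half-maximal effect; plate controls were DMSO cells for no effect and cell-free wells for full effect; nearly all actives have a fitted effect of over 45% in size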
Active calls of the source: *; i = inactive; ? = inconclusive; / = no result given; [ ] = dose if it differs, or a comment. Unless noted, calls come from the whole dose curve; as a rule, active = well fitted curve in the direction sought with a large enough effect; inconclusive = small, poorly fitted or top-dose-only effect, or another doubt; inactive = no such curve, though single readings can be large; an effect the other way counts as inactive or inconclusive. Unless noted, % is set by controls: 0 for no effect and ±100 for the full control effect. An excerpt, so the mix of outcomes need not match the whole.

#1 Cc1cc(C(=O)NC2CCCC2)c2c(C3CCNCC3)noc2n1
#2 CSc1nccc(N2CCC3(CC2)CC(=O)N(CC(C)C)C3)n1
#3 O=S(=O)(NCc1nc2cccnc2n1Cc1ccccc1Cl)c1ccc2c(c1)CCCC2
#4 COc1ccc(CCC(=O)N2CC[C@@H]3COCCN(Cc4ccncc4)[C@@H]3C2)cc1
#5 COc1cc(F)ccc1-c1cc(C(=O)NCc2cccnc2)c2c(c1)N(C)CCO2
#6 Cc1n[nH]c(C)c1S(=O)(=O)N(CC(=O)Nc1ccc(C(F)(F)F)cc1)c1ccc(C(C)C)cc1
compound no.	1	2	3	4	5	6
3T3 cytotox	i	?	/	?	?	/
Luciferase inh	/	2.8%	/	39.8µM*	-3.4%[172 µM]	/
HEK cytotox	i	?	/	-3.7%	?	/
IP6K1 inhibitor	-0.5	-16.8	-2.0	7.0	9.8	15.6
SNCA viab count	-1.8%	-12.1%	-7.9%	-3.1%	-22.9%[87.6 µM]	?
GPT2 inhibitor	1.5%	-29.0%	/	i	-8.2%[88.5 µM]	/
SNCA expr inh	6.5%	3.2%	16.6%	45.2%[activator]	-18.2%[87.6 µM]	?

#7 COc1ccc(NC(=O)C2Cc3ccccc3CN2S(=O)(=O)c2ccccc2)cc1OC (centres undefined)
#8 COC(=O)C1=C(c2ccccc2)c2ccccc2S(=O)(=O)N1CC(=O)Nc1ccccc1C(F)(F)F
#9 CCc1cc2c(cc3c(=O)n(CC(=O)N4CCN(c5cccc(C)c5C)CC4)nc(CC)n32)s1
#10 C=C1C(=O)O[C@H]2/C=C(/C)[C@@H](OC(C)=O)C/C=C(\C)C[C@@H](OC(=O)/C(=C/C)COC(=O)/C(=C/C)CO)[C@@H]12
#11 COc1cccc(CN2C[C@@H](F)[C@@H](OCc3nc4ccccc4o3)C2)n1
#12 CC(=O)O[C@]1(C(C)=O)CC[C@H]2[C@@H]3CCC4=CC(=O)CCC4=C3[C@@H](c3ccc(N(C)C)cc3)C[C@@]21C
compound no.	7	8	9	10	11	12
3T3 cytotox	/	/	/	/	-9.3%[138 µM]	/
Luciferase inh	/	/	/	/	8.0%[172 µM]	/
HEK cytotox	/	/	/	/	-15.6%[172 µM]	/
IP6K1 inhibitor	9.3	-6.2	-10.6	23.0	-0.3	-8.5
SNCA viab count	3.4%	-6.9%	-6.0%	?	2.1%[87.6 µM]	3.0%
GPT2 inhibitor	/	/	/	1.6%[27.3 µM]	0.8%[88.5 µM]	-11.7%
SNCA expr inh	4.1%	-2.5%	-15.9%	/	13.9%[87.6 µM]	/

#13 CCC(Sc1nc2nccnc2c(=O)n1Cc1ccc(C)cc1)C(=O)NC1CCCCC1 (centres undefined)
#14 CCc1nncn1C1CCN(S(=O)(=O)c2cccc(F)c2)CC1
#15 O=C(Nc1cccc(-c2nc3ccccc3o2)c1)c1cccc2c(Cl)cccc12
#16 CC(C)NC(=O)NC1CCN(c2ccc3nnc(-c4ccccc4)n3n2)C1 (centres undefined)
#17 Cc1ccc(-c2cccc(CN3CC4CCC(C3)N4c3ccc(C(F)(F)F)cc3)c2)c(C)c1
#18 CCOC(=O)N1CCC(NC(=O)c2c(C)nn(-c3cccc(C)c3)c2-n2cccc2)CC1
compound no.	13	14	15	16	17	18
3T3 cytotox	/	-27.5%	/	?	?	/
Luciferase inh	/	-11.8%	/	/	/	/
HEK cytotox	/	0.4%	/	-25.3%	-24.1%	/
IP6K1 inhibitor	6.4	16.2	-3.6	-3.8	26.0	23.0
SNCA viab count	?	3.9%	-5.1%	/	-7.0%	-1.2%
GPT2 inhibitor	/	4.7%	/	/	1.8%	/
SNCA expr inh	-26.2%	13.5%	3.4%	/	-13.6%	-19.0%

#19 CC(=O)N1CC2(CCN(C3CCCCC3)C2)Cc2ccccc21 (centres undefined)
#20 O=C(Nc1ccccc1Cl)c1ccc2nnc(-c3ccc(Cl)cc3)n2c1
#21 COc1cccc(NC(=O)CC(C)S(=O)(=O)c2ccc3c(c2)NC(=O)CO3)c1 (centres undefined)
#22 CC(=O)c1ccc(N2CCN(C(=O)C3CCN(S(=O)(=O)c4c(C)noc4/C=C/c4ccc(C)cc4)CC3)CC2)cc1
#23 Cc1ncc2n1C(=O)N(C1CCN(C(=O)c3ccc(Cl)cc3)CC1)C2
#24 Cc1ncccc1C(=O)N1CCCCCCN(C)C(=O)[C@@H]2CCC[C@@H]21
compound no.	19	20	21	22	23	24
3T3 cytotox	0.4%	?	/	/	-10.0%	0.5%
Luciferase inh	/	/	/	/	/	-6.4%
HEK cytotox	-13.6%	?	/	/	?	-0.2%
IP6K1 inhibitor	-5.8	12.8	5.2	35.5	-23.6	1.7
SNCA viab count	-3.1%	-11.3%	-1.5%	-19.1%	-0.5%	3.1%
GPT2 inhibitor	0.1%	-5.6%	/	/	i	2.9%
SNCA expr inh	-13.4%	-4.0%	5.3%	55.8%[activator]	-4.3%	?

Three compounds already listed, sorted by formula weight, ascending:
#19 CC(=O)N1CC2(CCN(C3CCCCC3)C2)Cc2ccccc21 (centres undefined)
#23 Cc1ncc2n1C(=O)N(C1CCN(C(=O)c3ccc(Cl)cc3)CC1)C2
#21 COc1cccc(NC(=O)CC(C)S(=O)(=O)c2ccc3c(c2)NC(=O)CO3)c1 (centres undefined)
compound no.	19	23	21
3T3 cytotox	0.4%	-10.0%	/
Luciferase inh	/	/	/
HEK cytotox	-13.6%	?	/
IP6K1 inhibitor	-5.8	-23.6	5.2
SNCA viab count	-3.1%	-0.5%	-1.5%
GPT2 inhibitor	0.1%	i	/
SNCA expr inh	-13.4%	-4.3%	5.3%

(continued)
#25 O=C(NC1CCCN(Cc2ccc(-c3cncnc3)cc2)C1)c1ccccn1 (centres undefined)
#26 CCC(C)NC(=O)C(NC(=O)c1cccc(C)c1)C1CCN(C(=O)c2ccccc2F)CC1 (centres undefined)
#27 COc1cccc([S+](=O)([O-])N2CCC(C(=O)N3CCC(N4CCOCC4=O)CC3)CC2)c1
#28 CCOC(=O)C1(Cc2ccccc2Cl)CCNCC1
#29 COc1ccc2[nH]c3c(c2c1)CCNC31CCN(C(=O)c2ccccc2)CC1
#30 CS(=O)(=O)c1ccc([C@H](CC2CCCC2)C(=O)Nc2nccs2)cc1
compound no.	25	26	27	28	29	30
3T3 cytotox	-3.7%	-9.8%	-13.8%	?	-33.5%	/
Luciferase inh	/	-3.7%	/	11.0%	0.7%	/
HEK cytotox	?	-27.7%	i	?	?	/
IP6K1 inhibitor	-1.6	6.5	-5.3	2.9	15.7	-5.1
SNCA viab count	4.0%[12.5 µM]	-2.5%	8.0%	0.3%	0.5%[12.5 µM]	-21.7%
GPT2 inhibitor	-7.5%	i	?	i	i	i
SNCA expr inh	-15.6%	4.6%	0.7%	-13.3%	44.3%[activator]	/

#31 Cc1ccc(CN2CCC(CNC(=O)Nc3ccc(Cl)cc3)C2)cc1 (centres undefined)
#32 COc1ccccc1CNC(=O)c1cccc(NC(=O)N2CCSc3ncccc32)c1
#33 COc1ccc(Br)cc1CNC(=O)C1COc2ccccc2C1 (centres undefined)
#34 Cc1noc(C)c1CC(=O)N1CCC[C@H](n2c(=O)n(C)c3cccnc32)C1
#35 COc1ccc(-c2cc(C(F)F)n3ncc(C(=O)Nc4cc(OC)ccc4OC)c3n2)cc1
#36 COc1ccc(N2CCN(C(=O)c3sc4nc5n(c(=O)c4c3C)CCC5)CC2)cc1
compound no.	31	32	33	34	35	36
3T3 cytotox	/	/	/	-23.0%	/	/
Luciferase inh	/	/	/	-4.8%	/	/
HEK cytotox	/	/	/	-12.2%	/	/
IP6K1 inhibitor	6.5	7.8	7.5	2.3	-2.0	2.1
SNCA viab count	10.9%	10.8%	14.0%	18.8%	?	13.3%
GPT2 inhibitor	/	/	/	i	/	/
SNCA expr inh	29.3%	5.1%	46.6%[activator]	-20.5%	-5.3%	5.8%

One compound at a time, from the list above:
COc1cccc([S+](=O)([O-])N2CCC(C(=O)N3CCC(N4CCOCC4=O)CC3)CC2)c1 in the list: 3T3 cytotox = -13.8%; Luciferase inh = /; HEK cytotox = i; IP6K1 inhibitor = -5.3; SNCA viab count = 8.0%; GPT2 inhibitor = ?; SNCA expr inh = 0.7%
C=C1C(=O)O[C@H]2/C=C(/C)[C@@H](OC(C)=O)C/C=C(\C)C[C@@H](OC(=O)/C(=C/C)COC(=O)/C(=C/C)CO)[C@@H]12 in the list: 3T3 cytotox = /; Luciferase inh = /; HEK cytotox = /; IP6K1 inhibitor = 23.0; SNCA viab count = ?; GPT2 inhibitor = 1.6%[27.3 µM]; SNCA expr inh = /

Next part
#37 CCCc1ccc(S(=O)(=O)NC2CCN(c3ccc(=O)n(CC4CC4)n3)CC2)cc1
#38 O=C(C1CCCCC1)N1CCC(OC2CCN(Cc3ccccc3)CC2)CC1
#39 CCC(=O)C1=C(c2ccccc2)N(C(=O)CC)n2c(nnc2-c2ccccc2)S1
#40 Cc1cccc(Cn2c(C)c(CNC3CCCCC3)c(C(=O)O)c2C)c1
#41 CCN(C(=O)C(=O)Nc1ccc2nc3n(c(=O)c2c1)CCCCC3)c1ccc(F)cc1
#42 CS(=O)(=O)N1CCCC1c1noc(CCC(=O)O)n1 (centres undefined)
compound no.	37	38	39	40	41	42
3T3 cytotox	?	-9.1%	/	/	/	i
Luciferase inh	-4.4%	0.6%	/	/	/	8.6%
HEK cytotox	?	?	/	/	/	8.7%
IP6K1 inhibitor	5.7	-0.7	12.9	-0.2	-1.9	17.2
SNCA viab count	-6.0%	3.8%	1.0%	9.1%	3.3%	7.7%
GPT2 inhibitor	?	-12.4%	/	/	/	i
SNCA expr inh	?	-7.4%	-23.7%	-4.3%	5.3%	-27.1%

#43 COc1ccc(N2CCN(C(=O)CSc3nc(-c4ccc(C(C)C)cc4)no3)CC2)cc1
#44 COc1ccc(CN2C=C(C(=O)OCc3nc(C4CC4)no3)C(C)=NS2(=O)=O)cc1
#45 COC1CN(c2cccc(F)c2)C12CCN(C(=O)c1ccnn1C)CC2 (centres undefined)
#46 O=C(NC1CCN(c2ccnc3ccnn23)CC1)c1ccccc1
#47 OC(CCCN1CCCCC1)(c1ccccc1)c1ccccc1
#48 Cc1ncoc1C(=O)NC1CC(C)(C)Cc2nc(C(C)(C)C)ncc21 (centres undefined)
#49 COc1ccc(-c2ccc3nc(-c4ccccc4Cl)oc3c2)c(OC)c1OC
compound no.	43	44	45	46	47	48	49
3T3 cytotox	/	?	-15.4%	?	/	2.6%	?
Luciferase inh	/	-5.8%	0.7%	/	/	-3.4%	?
HEK cytotox	/	?	-28.9%	?	/	0.6%	?
IP6K1 inhibitor	4.5	-3.3	11.9	12.3	6.5	-6.7	-0.6
SNCA viab count	-0.7%	2.4%	2.2%	11.8%[87.6 µM]	21.4%[23.9 µM]	4.6%	7.7%
GPT2 inhibitor	/	i	-13.2%	i	-2.1%	i	2.5%
SNCA expr inh	7.0%	-1.9%	-6.7%	-13.7%[87.6 µM]	66.3%[25.6 µM]	?	-11.2%
